G9a inh: G9a (human) methyltransferase inhibition. Q96KQ7. G9a H3K9 monomethylation, AlphaScreen, 2 h. Potency, µM (doses to about 102 µM), for inactives: at the highest dose activity, negative = inhibition, usual class: inhibitors. hit rate 8.8% among 350,000; note: % is set by controls: 0 for no effect and ±100 for the full control effect; nearly all actives have a fitted effect of over 75% in size
Target sequence (Q96KQ7 913-1193 limits assumed): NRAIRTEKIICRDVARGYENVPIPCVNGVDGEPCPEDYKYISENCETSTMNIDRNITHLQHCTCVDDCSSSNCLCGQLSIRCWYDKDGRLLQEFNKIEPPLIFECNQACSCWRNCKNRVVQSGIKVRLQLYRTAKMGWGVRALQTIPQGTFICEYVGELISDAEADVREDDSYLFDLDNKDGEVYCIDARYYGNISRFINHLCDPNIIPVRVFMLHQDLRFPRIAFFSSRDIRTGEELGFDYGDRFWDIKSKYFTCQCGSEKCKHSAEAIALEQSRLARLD
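Enzyme 20 nM + cpd, 15 min RT; add b-H3K9 pep 500 nM / SAM 20 uM; 2 h RT; anti-H3K9me1 Ab 0.5 ug/mL + SA donor / anti-rabbit acceptor beads 20 ug/mL each, 10 min; AlphaScreen read.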
Anesthetic bind: binds horse apoferritin like a general anesthetic. AID 485281. hit rate 0.074% among 350,000. Potency, µM (titrated, usually from 77.5 µM), inactives show top-dose activity change, negative = displacement, hits mostly inhibitors. apoferritin/1-aminoanthracene competitive binding, fluorescence; note: % is set by controls: 0 for no effect and ±100 for the full control effect; nearly all actives have a fitted effect of over 20% in size
Target sequence (P02791 2-175 limits assumed): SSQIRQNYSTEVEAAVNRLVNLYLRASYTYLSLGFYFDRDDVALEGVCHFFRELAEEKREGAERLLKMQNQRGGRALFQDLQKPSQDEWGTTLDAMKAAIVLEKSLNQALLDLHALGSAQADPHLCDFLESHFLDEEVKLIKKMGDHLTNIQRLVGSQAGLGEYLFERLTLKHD
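In PBS, apoferritin at 10 uM is loaded with 1-AMA from a 50% saturated solution. After 10 min of compound exposure at ambient temperature, reduced 535 nm fluorescence indicates probe displacement.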
Pol beta inh: DNA polymerase beta (human) inhibition | AID 485314 | hit rate 1.3% among 340,000 | Pol beta primer extension/strand displacement, fluorescence kinetic | Potency, µM (series often up to 114 µM), for inactives: top-dose activity change, negative = inhibition, actives largely listed as inhibitors; note: % is set by controls: 0 for no effect and ±100 for the full control effect
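Enzyme-only controls used 10 nM Pol beta; buffer lacking enzyme served as negative control. Compound preincubated 15 min, then 50 nM substrate added; 0 and 10 min reads at room temperature.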
Pol eta inh: blocks human DNA polymerase eta activity. Q9Y253. recombinant Pol eta, fluorescent DNA replication assay. Potency, µM (doses to about 114 µM), inactives show at the top dose activity change, negative = inhibition, hits mostly inhibitors. hit rate 1.2% among 390,000. AID 588591; note: % is set by controls: 0 for no effect and ±100 for the full control effect
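Fluorescent replication assay: 50 nM final substrate added after a 15 min room-temperature compound preincubation with 10 nM enzyme. Signal taken at 0 min and again at 10 min.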
BLM inh: Bloom syndrome helicase (human) inhibition | P54132 | recombinant BLM DNA unwinding, fluorescence dequenching | Potency, µM (top dose mostly 56.1 µM), for inactives: top-dose activity change, negative = inhibition, usual class: inhibitors | hit rate 0.2% among 350,000 | AID 2528;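 note: plate controls were vehicle for no effect and no enzyme for full effect; nearly all actives have a fitted effect of over 35% in size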
POLK inh: blocks human DNA polymerase kappa activity. Q9UBT6. purified Pol kappa, fluorescent DNA synthesis assay, 10 min. Potency, µM (top dose mostly 107 µM), without a hit: at the highest dose activity, negative = inhibition, actives largely listed as inhibitors. hit rate 0.53% among 400,000; note: % is set by controls: 0 for no effect and ±100 for the full control effect
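Activity was followed as the change in fluorescence between reads at 0 and 10 min after starting the reaction with 50 nM substrate. Beforehand, 10 nM polymerase had been preincubated with compound for 15 min at room temperature.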
APE1 inh: inhibitors of human APE1 endonuclease; Potency, µM (titrated, usually from 65.8 µM), inactives show top-dose activity change, negative = inhibition, usual class: inhibitors; hit rate 0.35% among 350,000; P27695; recombinant APE1, TAMRA/BHQ-2 abasic DNA cleavage fluorescence;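 note: plate controls were vehicle for no effect and reference inhibitor for full effect; nearly all actives have a fitted effect of over 55% in size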
Target sequence (P27695 whole entry, looked up): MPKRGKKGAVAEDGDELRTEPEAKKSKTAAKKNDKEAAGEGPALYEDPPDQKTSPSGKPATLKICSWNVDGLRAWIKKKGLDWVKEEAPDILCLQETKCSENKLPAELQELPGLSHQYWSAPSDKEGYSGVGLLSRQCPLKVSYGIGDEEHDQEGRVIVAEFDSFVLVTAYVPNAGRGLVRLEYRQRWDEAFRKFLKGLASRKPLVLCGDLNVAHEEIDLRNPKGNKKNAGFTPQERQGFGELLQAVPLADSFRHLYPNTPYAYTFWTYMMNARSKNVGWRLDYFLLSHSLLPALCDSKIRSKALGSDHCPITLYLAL
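Measures dequenching upon AP-site incision of a 5'-TAMRA/3'-BHQ-2 THF-containing duplex, 50 nM; human APE1 0.75 nM after 15 min room-temperature exposure to compound; kinetic three-point read at one-minute spacing.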
Pol iota inh: blocks human DNA polymerase iota activity; Pol iota fluorescent replication assay, 10 min; Q9UNA4; Potency, µM (top dose mostly 115 µM), without a hit: at the top dose activity, negative = inhibition, actives largely listed as inhibitors; AID 588590; hit rate 1% among 390,000
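Pol iota at 10 nM preincubated 15 min with compounds at room temperature; reaction started with fluorescent substrate, 50 nM final. Fluorescence read kinetically at 0 and 10 min; buffer-only wells as negative control.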
BAZ2B inh: BAZ2B (human) inhibition. Q9UIF8. AlphaScreen BAZ2B-H3K14Ac peptide displacement. Potency, µM (titrated, usually from 114 µM), for the others: at the highest dose activity change, negative = inhibition, actives largely listed as inhibitors. hit rate 4.4% among 360,000. AID 504333; note: % is set by controls: 0 for no effect and ±100 for the full control effect; nearly all actives have a fitted effect of over 60% in size
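Compounds, titrated to a top concentration of 110 uM, were incubated 30 min at room temperature with preformed BAZ2B/acetyl-K14 H3 peptide complex (50 nM each). Proximity signal was measured by AlphaScreen after 20 min with beads.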
* = called active by the depositor; ? = inconclusive; · = no result given; & = joins results of further samples; [ ] = remark or other dose. Calls come from the whole dose curve; as a rule, active = well fitted curve in the direction sought with a large enough effect; inconclusive = small, poorly fitted or top-dose-only effect, or another doubt; inactive = no such curve, though single readings can be large; an effect the other way counts as inactive or inconclusive. Potency is the fitted concentration of half-maximal effect. A portion of the library; count on the stated rates, not on these rows.

SMILES	G9a inh	Anesthetic bind	Pol beta inh	Pol eta inh	BLM inh	POLK inh	APE1 inh	Pol iota inh	BAZ2B inh
CC(CNC(=O)c1ccc(-c2ccccc2)cc1)CN(C)C (configuration not stated)	-8%	-21%	2%	1%	-7%	-4%	1%	2%	-3%
O=C(Nc1ccc2ccccc2c1)/C(=C\c1ccc2c(c1)OCO2)NC(=O)c1ccco1	-19%[59 µM]	19%	-7%	-14%	1%	0%	4%	-5%	-28%
Cc1ccc(-n2nc3c(N4CCCC(C(=O)NCCc5ccccc5)C4)nnc(C)c3c2C)cc1 (configuration not stated)	?	?	0%	-14%	2%	9%	·	5%	-24%
O=C(Nc1cc(C(F)(F)F)ccc1N1CCOCC1)c1ccccc1F	49%[activator]	-15%	6%	-14%	-3%	1%	-2%	-7%	-28%
COc1ccc(CCNC(=O)COC(=O)Cc2ccc(OC)cc2)cc1	19%	-1%	27%[57.1 µM]	-17%	2%	-6%	-6%	11%	2%
Cc1cccc(C)c1N(CC(=O)N/N=C/c1cc(Br)c(C)o1)S(C)(=O)=O	-4%[59 µM]	3%	-1%	-7%	-1%	-10%	-1%	10%	2%
Cc1ccc2nc(-c3cc(N)cc(N)c3)oc2c1	-42%[59 µM]	-7%	2%	-17%	-4%	1%	-2%	17%	50µM*
Cc1ccc(S(=O)(=O)CCN2CCN(c3ccccn3)CC2)cc1	-11%	-12%	1%	-13%	2%	-8%	3%	78%[activator]	-1%
COc1ccc(CCNC(=O)CCC(=O)N2CCN(S(=O)(=O)c3ccccc3)CC2)cc1OC	6%[12.7 µM]	0%	2%	0%	-1%	-1%	-1%	12%	-1%
Cc1ccc(Nc2nc(-c3ccc(O)c(O)c3)cs2)nc1	16µM*	?	?	-21%	-20%	-29%	3%	?	40µM*
CN(C)S(=O)(=O)c1ccc(C(=O)N(Cc2cccnc2)c2nc3c(F)cc(F)cc3s2)cc1	-4%[59 µM]	-16%	1%	-13%	-4%	-8%[60.1 µM]	·	18%	1%
O=C(CN1C(=O)c2ccccc2S1(=O)=O)NCc1ccccc1	26%	-2%	-1%	-3%	-3%	-4%	-5%	29%	3%
CNC(=O)c1ccc(-c2cc(C(F)(F)F)nn2C)s1	-12%	7%	-4%	-5%	-8%	-4%	3%	-13%	-21%
CCc1ccc(NC(=O)C2CCN(S(=O)(=O)c3cccc(-c4noc(C)n4)c3)CC2)cc1	0%[59 µM]	-7%	5%	0%	-5%	-10%[60.1 µM]	·	?	-5%
COC(=O)c1cn(NC(=O)/C=C/c2cccc(OC)c2OC)c(=O)c2ccccc12	9%	1%	1%	·	-5%	·	1%	·	5%
CC(C)Nc1ccc(Nc2ccnc3cc4ccccc4cc23)cc1	8.9µM*	?	14µM*	-18%	?	?	?	?	16µM*
O=C(NCC[C@@H]1C[C@@H]2C=C[C@H]1C2)c1cc(COc2ccc(F)cc2F)on1	14%	?	1%	-8%	-9%	-20%	-5%	0%	8%
CCOC(=O)c1ccccc1NC(=O)N(C(C)C)C1CCN(C(C)=O)CC1	-8%[59 µM]	-18%	11%	-14%	-4%	3%	·	12%	13%
Cc1ccc(CN2CCN(Cc3ccc(Oc4ncccn4)cc3)CC2CCO)cc1 (configuration not stated)	29%[12.7 µM]	-7%	0%	2%	-1%	-1%	-2%	20%	-11%
FC(F)(F)c1ccc(Oc2ccccc2Cl)nc1	-2%[59 µM]	-5%	2%	-14%	-5%	-9%	22%	-13%	5%
CCc1ncc(CN2CCCC(C(=O)Nc3cccc(-c4ccc(F)cc4)c3)C2)cn1 (configuration not stated)	17%	-17%	?	-10%	-2%	-5%	5%	-9%	-22%
CC(=O)c1cnc2nc(SCc3ccc(Cl)cc3)nn2c1C	20%	-24%	24%	-14%	-1%	-14%	13%	76%[activator]	10%
NS(=O)(=O)c1ccc2nc(NC(=O)c3ccncc3)sc2c1	?	-4%	11%	-8%	2%	-9%	28%	12%	8%
O=C(Cc1ccccc1)NCCc1cn2ccsc2n1	-23%	-15%	23%	-3%	2%	6%	12%	28%	8%
CCN1CCN(c2cc(C(C)(C)C)nc3c(-c4ccccc4)c(C)nn23)CC1	51%[59 µM]	-24%	4%	-27%	-3%	0%	-6%	-6%	2%

Ordered by value in APE1 inh (highest first): 3 from the list above.
SMILES	G9a inh	Anesthetic bind	Pol beta inh	Pol eta inh	BLM inh	POLK inh	APE1 inh	Pol iota inh	BAZ2B inh
NS(=O)(=O)c1ccc2nc(NC(=O)c3ccncc3)sc2c1	?	-4%	11%	-8%	2%	-9%	28%	12%	8%
CC(CNC(=O)c1ccc(-c2ccccc2)cc1)CN(C)C (configuration not stated)	-8%	-21%	2%	1%	-7%	-4%	1%	2%	-3%
Cc1ccc(CN2CCN(Cc3ccc(Oc4ncccn4)cc3)CC2CCO)cc1 (configuration not stated)	29%[12.7 µM]	-7%	0%	2%	-1%	-1%	-2%	20%	-11%

For reference, two of the compounds above.
SMILES	G9a inh	Anesthetic bind	Pol beta inh	Pol eta inh	BLM inh	POLK inh	APE1 inh	Pol iota inh	BAZ2B inh
O=C(Cc1ccccc1)NCCc1cn2ccsc2n1	-23%	-15%	23%	-3%	2%	6%	12%	28%	8%
CCN1CCN(c2cc(C(C)(C)C)nc3c(-c4ccccc4)c(C)nn23)CC1	51%[59 µM]	-24%	4%	-27%	-3%	0%	-6%	-6%	2%

Entries of single compounds, quoted from the list. Order of values: G9a inh	Anesthetic bind	Pol beta inh	Pol eta inh	BLM inh	POLK inh	APE1 inh	Pol iota inh	BAZ2B inh
CCN1CCN(c2cc(C(C)(C)C)nc3c(-c4ccccc4)c(C)nn23)CC1 is listed as 51%[59 µM]	-24%	4%	-27%	-3%	0%	-6%	-6%	2%
Cc1ccc(S(=O)(=O)CCN2CCN(c3ccccn3)CC2)cc1 is listed as -11%	-12%	1%	-13%	2%	-8%	3%	78%[activator]	-1%
NS(=O)(=O)c1ccc2nc(NC(=O)c3ccncc3)sc2c1 is listed as ?	-4%	11%	-8%	2%	-9%	28%	12%	8%
CC(CNC(=O)c1ccc(-c2ccccc2)cc1)CN(C)C (configuration not stated) is listed as -8%	-21%	2%	1%	-7%	-4%	1%	2%	-3%

Additional results follow:
SMILES	G9a inh	Anesthetic bind	Pol beta inh	Pol eta inh	BLM inh	POLK inh	APE1 inh	Pol iota inh	BAZ2B inh
COc1cccc(CNC(=O)Cn2ccc3cc(S(=O)(=O)N4CCC(C)CC4)ccc32)c1	12%	-6%&6%	4%&37%	-19%&-1%	-10%&-3%	-16%&9%	5%	47%&10%[activator]	-9%[57.1 µM]
Cc1cc(C)n(S(=O)(=O)c2cccc([N+](=O)[O-])c2)n1	-8%	-9%	-1%	13%	-8%	2%	12%	81%[activator]	-18%
COC(=O)Cc1c(C)c2ccc(OCc3nn[nH]n3)cc2oc1=O	?	3%	26%	-9%	0%	-5%	0%	-1%[58.9 µM]	-35%
O=[N+]([O-])c1cc(C2Nc3cccc4cccc(c34)N2)ccc1Cl	?	-22%	-2%	-2%	-10%	-9%	18%	15%	?
CCC(=O)Nc1cc(C)c(NC(=O)c2ccco2)cn1	0%[59 µM]	-6%	-11%	-1%	-1%	-10%	-3%	8%	-24%
Cc1c(C)c2ccc(OS(C)(=O)=O)c(C)c2oc1=O	20%[59 µM]	0%	46%	1%	3%	0%	-3%	13%	11%
O=c1[nH]cnc2c1ncn2[C@@H]1C[C@@H](O)[C@H](CO)O1	12%	7%	1%	3%	2%	-13%	7%	-9%	4%
O=C(Nc1nncs1)C1c2ccccc2Oc2ccccc21	-44%	24%	-22%	-15%	-4%	-4%	0%	10%	-2%
CCC(C(=O)NCCC(C)C)N(C(=O)Cn1nnc(-c2ccc(C)cc2)n1)c1cccc(O)c1 (configuration not stated)	-3%[59 µM]	-5%	4%	3%	-3%	5%	·	18%	-5%
CCCn1ccnc1SCC(=O)Nc1c(C)n(C)n(-c2ccccc2)c1=O	18%[12.7 µM]	·	·	5%	·	-5%	11%	18%	-4%
Cc1ccc2nc(N3CCN(C=O)CC3)nc(-c3ccccc3)c2c1	75%[activator][59 µM]	179%[activator]	1%	-14%	-5%	-2%[60.1 µM]	10%	30%[activator]	81%[activator]
O=c1cc(N2CCc3ccccc32)[nH]c(=O)n1Cc1ccc(F)cc1	-6%	-11%	15%	-6%	0%	-7%	?	-25%	7%
CN(C(=O)CSc1nc2ccccc2c(=O)n1-c1ccccc1F)C1CCS(=O)(=O)C1 (configuration not stated)	·	·	·	-3%	·	-18%	4%	10%	·
COc1ccccc1Nc1ncccc1[N+](=O)[O-]	8.9µM*	-2%	1%	0%	-1%	-3%	-14%	-3%	32µM*
Cc1cc(-c2ccc(C(C)C)c(S(=O)(=O)Nc3cc(C)on3)c2)on1	-50%	-5%	46%	9%	-5%	0%	0%	-15%	-28%
CCOC(=O)C1=C(C)NC(C)=C(C(=O)OCC)C1c1ccco1	·	-3%	38%	2%	-9%	-6%	15%	3%	-11%
CC(C)(C)c1ccc(NC(=O)CSc2nnc3scc(-c4ccccc4)n23)cc1	-43%[59 µM]	-3%	7%	·	2%	-1%	·	18%	-18%
CCN(CC(=O)Nc1c(F)cccc1F)C(=O)c1cc(S(=O)(=O)N2CCOCC2)ccc1N1CCCC1	-7%[0.501 µM]	·	·	-9%	·	-15%	-4%	23%	-2%

Source: PubChem BioAssay
